NCOA2 inhibitor: inhibition of GAL4-SRC2 driven luciferase reporter, primary screen, SRC2 inhibitor project, cell-based, luminescence; Nuclear receptor coactivator 2 (Homo sapiens), Q15596; HEK293 GAL4-SRC2 luciferase reporter; inhibition, % at 9 µM; actives 0.17% (n = 370,000); AID 651957, 2012;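 active = inhibition above the mean inhibition of all tested compounds plus 3 SD, set per campaign, cut at about 52% in these data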;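 note: 0% = DMSO treated cells and 100% = cells given Gossypol at 36 µM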
N-glyco inh: increase of ERlucT glycosylation luciferase signal, primary screen, N-linked glycosylation inhibitor project, D54 ERlucT cells, luminescence, set 2. actives 0.23% (n = 360,000). reporter increase, % at 12.5 µM. AID 588692, 2011. D54 ERlucT glycosylation luciferase reporter, 24 h; percent of 100 nM tunicamycin response;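 active = mean luciferase reporter signal, scaled so untreated is 0 and the glycosylation-blocking control 100, at or above a set limit in every replicate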;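 note: luciferase carries N-glycosylation sites so blocking glycosylation raises the light; 0% = median of neutral control wells and 100% = median of 100 nM tunicamycin wells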
MC4R antag cAMP: MC4R antagonists of cAMP signaling, primary screen, cell-based, TR-FRET, antagonist arm of biased-ligand search | inhibition, % at 6.5 µM | Melanocortin receptor 4 (Homo sapiens), P32245 | MC4R-expressing cells, MTII-stimulated cAMP, LANCE TR-FRET | actives 0.48% (n = 360,000);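 active = inhibition above its plate's cutoff, the mean of tested wells on that plate plus 3 SD, cut at about 29% in these data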;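 note: 0% = Melanotan II alone and 100% = Melanotan II plus saturating MCL0020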
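Material: U2OS-MC4R stable cell line | Reagent: Melanotan II challenge after compound preincubation | Doses: One concentration, 6.5 µM nominal | Incubation: 30-min compound preincubation, 1-h Melanotan II challenge, 1-h detection, room temperature | Signal: TR-FRET cAMP assay | Replicates: One well per compound, no replicates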
TLR9-MyD88 inh: inhibitors of TLR9-MyD88 association in cells, primary screen, cell-based, CHO, BLA complementation, fluorescence. CCF4 FRET ratio. AID 504734, 2011. Toll-like receptor 9 (Homo sapiens) + Myeloid differentiation primary response protein …. actives 0.21% (n = 340,000). inhibition, % at 4.98 µM;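 active = inhibition above the mean over all tested compounds plus 3 SD, cut at about 21% in these data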;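 note: 0% = DMSO only wells and 100% = clavulanate BLA inhibitor control wells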
Cardio protect: cardioprotection against H2O2-induced cell death, primary screen, uHTS, H9c2 cells, ATPLite luminescence. protection from H2O2 cell death, % at 20 µM. actives 0.63% (n = 360,000). H9c2 cardiomyocytes, H2O2 injury protection, 2 h. AID 588492, 2011;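 active = compounds giving at least 50% protection of heart cells from peroxide-induced death in the single-dose screen, raw or plate-pattern-corrected value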;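 note: 0% = DMSO wells with peroxide and 100% = DMSO wells without peroxide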
MC4R ag barr: MC4R agonists recruiting beta-arrestin, primary screen, cell-based, luminescence, agonist arm of biased-ligand search. Melanocortin receptor 4 (Homo sapiens), P32245. U2OS MC4R beta-arrestin complementation; percent of melanotan II response, DMSO zero. activation, % at 8.9 µM. actives 0.98% (n = 360,000). AID 540308, 2011;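 active = activation above a per-plate cutoff, the mean activation of sample wells on that plate plus 3 SD, cut at about 8% in these data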
HTR2A ag: mouse Htr2a agonists via beta-arrestin recruitment, primary screen, cell-based, luminescence; 5-hydroxytryptamine receptor 2A (Mus musculus), P35363; activation, % at 7.6 µM; CHO-K1 mHTR2A beta-arrestin complementation; percent of 30 µM serotonin response; actives 0.66% (n = 360,000);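 active = activation above a run cutoff, the mean activation of all tested compounds plus 3 SD, cut at about 14% in these data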;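 note: 0% = plate median of compound wells and 100% = 30 µM serotonin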
NOD2-RIPK2 inh: NOD2-RIPK2 binding disruptors in cells, primary screen, fluorescence, CHO cells, BLA complementation | inhibition, % at 4.98 µM | CCF4 ratio | AID 624267, 2012 | actives 0.38% (n = 360,000); in the data active = inhibition above about 21%;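 note: 0% = vehicle only and 100% = reference blocker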
ABHD5 PLIN5 PPI: ABHD5-PLIN5 interaction inhibitors, primary screen, cell lysate, split luciferase complementation, luminescence; actives 0.78% (n = 360,000); AID 602281, 2012; Perilipin-5 (Homo sapiens) + 1-acylglycerol-3-phosphate O-acyltransferase ABHD5 (Homo …; inhibition, % at 4 µM; Split G. princeps luciferase complementation, 4 h;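 active = inhibition above the mean inhibition across every tested compound plus 3 SD, cut at about 22% in these data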;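 note: 0% = DMSO only wells and the 100% control is not disclosed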
ABCB6 inh MLPCN: ABCB6 transporter inhibitors, primary screen, K562-ABCB6 cells, flow cytometry, MLPCN library; ATP-binding cassette sub-family B member 6 (Homo sapiens), Q9NP58; K562-ABCB6 porphyrin accumulation, 1 h; active compounds read low; fluorescence ratio to DMSO, % at 10 µM; AID 602162, 2011; actives 0.19% (n = 360,000);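 active = fluorescence ratio to DMSO below 75%, the collection mean minus 3 SD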;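 note: signal is porphyrin accumulated inside mitochondria; 100% equals median channel fluorescence of DMSO control wells; lower ratio means ABCB6 inhibition with less porphyrin fluorescence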
The depositor's hits bear a star; · = no result given.

#	SMILES	NCOA2 inhibitor	N-glyco inh	MC4R antag cAMP	TLR9-MyD88 inh	Cardio protect	MC4R ag barr	HTR2A ag	NOD2-RIPK2 inh	ABHD5 PLIN5 PPI	ABCB6 inh MLPCN
1	O=C(CN1CCN(Cc2ccccc2)CC1)NCc1ccccc1Cl	-6	0	8	6	2	3.7	1	-10	-2	100
2	O=C(Nc1cccc([N+](=O)[O-])c1)c1cccc(C(=O)Nc2cccc([N+](=O)[O-])c2)c1	21	9	8	-2	-2	-0.7	3	-3	1	125
3	O=c1c(C=Nc2cccc(C(F)(F)F)c2)c[nH]n1-c1cccc(Cl)n1	0	2	5	-11	-2	3.9	3	-2	6	105
4	O=C(Cn1cnc2cc([N+](=O)[O-])ccc2c1=O)Nc1ccc(Br)cc1	7	-1	0	2	-1	2.4	1	6	7	98
5	COc1cc(C(=O)Nc2sc3c(c2C(=O)O)CCC3)cc(OC)c1OC	-15	2	1	-10	2	-0.4	-2	-1	1	99
6	COc1ccc(-c2nnc(SCC(=O)NCc3cccs3)n2C)cc1	-13	0	2	13	2	0.2	1	-15	8	102
7	Cc1c(-n2c(SCC(=O)NC(C)C)nc3ccccc3c2=O)c(=O)n(-c2ccccc2)n1C	7	0	0	3	5	1.5	5	-5	-6	94
8	O=C(NC1=NCCS1)c1ccncc1	4	2	-10	-5	-2	-0.2	-2	-6	2	98
9	CCCCNC(=O)c1ccc2c(c1)ncn2C1CCCC1	-27	3	-2	-13	-6	-2.5	3	1	2	95
10	O=C(Nc1nc2ccccc2s1)c1ccc(F)cc1	-48	-12	13	-9	-18	-1.4	53*	-1	-6	104
11	COc1cccc(N2CCN(C(=O)CNC(=O)c3sc4ccccc4c3Cl)CC2)c1	-7	2	-4	-1	-3	70*	3	-16	-2	107
12	O=C(O)c1ccc2cccnc2c1O	-29	0	13	-4	-9	0.9	5	-9	-4	104
13	O=C(CSc1nnc(-c2cccs2)n1-c1ccccc1)c1ccc2c(c1)OCCO2	-4	-1	2	7	-1	-0.9	0	2	-9	94
14	CCCCOC(=O)Cn1c(=N)n(CCN2CCOCC2)c2ccccc21	-41	2	5	-14	-1	1.3	0	-8	6	102
15	CCOc1ccc(-n2c(-c3ccc(Cl)cc3)c[n+]3c2SCC3)cc1	-6	2	14	-3	-24	-5.5	-1	2	0	97
16	CCOc1ccc(CCNC(=O)C2CC(=O)N(Cc3ccc(C)cc3)C2)cc1OCC (configuration not stated)	6	-2	3	-1	-3	1.8	-5	12	5	96
17	O=C(CSc1cn(CCNC(=O)c2ccccc2)c2ccccc12)NCC1CCCO1 (configuration not stated)	-4	-2	2	1	-3	-2.5	7	2	3	98
18	CCN(CC(=O)Nc1ccc([N+](=O)[O-])cc1OC)CC(=O)NC(C)(C)C	18	1	16	-2	7	0.6	-2	-8	-2	105
19	Cc1cccc(CS(=O)(=O)c2ncc(Cl)c(C(=O)Nc3c(C)cccc3C)n2)c1	4	-12	27	8	-13	-5.9	-4	67*	75*	100
20	CCc1nnc(NC(=O)CC(=O)Nc2ccccc2C(=O)O)s1	·	-9	1	0	-4	-0.5	1	-10	8	103
21	CC(C)NC(=O)CSc1nc(-c2cccs2)cc(-c2ccccc2)c1C#N	-22	-3	3	3	6	-1.9	1	-8	-2	88
22	CC(C)C1Nc2ccc(C(=O)NC3CCCCC3)cc2NC1=O (configuration not stated)	·	0	6	1	2	1.0	2	2	6	97
23	CCOC(=O)C1=C(CC)OC(N)=C(C#N)C1c1ccc(NC(C)=O)cc1 (configuration not stated)	8	2	3	4	4	-0.5	3	-7	3	98
24	Cc1ccc(C)c(CS(=O)(=O)c2cn(CC(=O)N3CCCCC3)c3ccccc23)c1	-10	2	4	-8	-2	-1.8	2	-9	-4	91
25	COc1ccc(OC)c(S(=O)(=O)N(C)CC(=O)Nc2ccc3c(c2)OCO3)c1	-8	0	2	-1	6	-1.3	4	-4	0	123
26	COCCn1c(SCC(=O)N2CC(=O)Nc3ccccc32)nc2ccccc21	8	3	-3	3	-9	-1.2	2	-5	-10	79
27	CCCCc1ccc(NC(=O)CSc2nc(=O)n(CCCN3CCOCC3)c3c2CCC3)cc1	-5	3	1	-2	2	1.8	-12	-10	-2	96
28	Cc1nc2ccccn2c1C(=O)NNC(=S)Nc1ccc(Cl)cc1	-17	2	-1	-6	3	-4.8	-3	5	-10	100
29	COc1ccccc1NC(=O)COc1ccc(-c2nn(C)c(=O)c3ccccc23)cc1	-14	-2	5	-4	-16	1.0	3	-10	3	92
30	COc1ccc(NC(=O)COC(=O)CN2C(=O)C3CCCCC3C2=O)cc1 (configuration not stated)	-5	5	2	12	1	-0.1	6	-1	-1	99
31	O=C(CSc1nnc(Cc2ccccc2)o1)Nc1ccc(N2CCOCC2)cc1	20	2	6	-13	0	0.1	3	-5	-3	100
32	O=C(O)c1cccc(-n2c(/C=C/c3cccc([N+](=O)[O-])c3)nc3ccccc3c2=O)c1	-3	1	-6	-6	5	-0.5	4	-8	-3	91
33	CC(=O)c1cccc(NCC(=O)c2ccc(C)c([N+](=O)[O-])c2)c1	7	1	28	-5	-1	2.4	2	-5	-6	98
34	CCNC(=O)C1(C)CCN1CCC(=O)c1ccc(Br)cc1 (configuration not stated)	-11	1	3	·	-2	0.3	1	-9	-1	102
35	O=[N+]([O-])c1cc2c(cc1CN1CCN(c3ccccc3F)CC1)OCO2	-9	-3	11	-3	6	-1.3	-2	-4	0	101
36	Cc1nnc(NC(=O)c2ccc3c(c2)C(=O)N(CC2CCCO2)C3=O)s1 (configuration not stated)	-23	2	9	4	-9	0.1	0	-10	3	96
37	CC1(C(=O)Nc2ccc(Cl)c(Cl)c2)CCN1Cc1ccccc1OC(F)F (configuration not stated)	-39	-4	18	·	-21	-0.1	6	7	-5	96
38	Cc1cc(=O)cc(C)n1-c1ccc(Br)cc1	-17	2	17	-1	3	0.9	1	-2	0	104
39	CCC(Oc1ccccc1)C(=O)Nc1ccccn1 (configuration not stated)	-32	-4	1	3	1	-1.9	2	0	-2	90
40	Cc1ccc(S(=O)(=O)N(C)Cc2cc3ccccc3[nH]c2=O)cc1	3	-1	14	5	2	-0.9	3	-14	5	98
41	CN1CCN(CP(=O)(N2CCOCC2)N2CCOCC2)CC1	7	2	2	2	1	0.1	3	-10	-3	97
42	Cc1ccc(CNc2nc(N)c([N+](=O)[O-])c(Nc3ccc(F)cc3)n2)cc1	-22	2	-4	5	-6	-2.3	-1	-4	-2	89
43	CC(C)[C@H](NC(N)=O)C(=O)Nc1ccc(OCc2ccccc2)cc1	-6	0	6	14	-2	-0.9	-1	2	1	92
44	COc1ccc(NC(=O)CCC(=O)N/N=C/c2ccc([N+](=O)[O-])s2)cc1	8	14	-3	4	-4	-2.1	-2	-5	0	106
45	CCCN(CCC)C(C(=O)Nc1cccc(OC)c1)c1ccccc1 (configuration not stated)	10	-4	-1	-7	-13	-0.1	3	-12	-4	83
46	CCN(C(=O)CSc1nc2cc(S(=O)(=O)N(CC)CC)ccc2o1)C1CCS(=O)(=O)C1 (configuration not stated)	0	-4	11	-19	-4	-0.6	0	-7	-4	95
47	CCCOC(=O)c1c(-c2ccccc2)nc(CC)c(C(=O)SCC)c1CCC	-1	-4	20	13	-25	0.6	11	-11	4	96
48	CC1CC(C)CN(S(=O)(=O)c2ccc(C(=O)Nc3nnc(-c4cccs4)o3)cc2)C1 (configuration not stated)	8	1	9	-13	50*	-4.2	-1	-4	-4	107
49	Cc1ccc(N2CCN(C(=O)C3CCCN(c4ncnc5c4nc4n5CCCCC4)C3)CC2)c(C)c1 (configuration not stated)	-11	6	3	2	-10	1.5	15*	-11	5	90
50	CC(NS(=O)(=O)c1ccc(Br)cc1)C(N)=O (configuration not stated)	9	0	1	5	-9	-2.0	6	-11	-1	100

Further entries
#	SMILES	NCOA2 inhibitor	N-glyco inh	MC4R antag cAMP	TLR9-MyD88 inh	Cardio protect	MC4R ag barr	HTR2A ag	NOD2-RIPK2 inh	ABHD5 PLIN5 PPI	ABCB6 inh MLPCN
51	COc1ccc(F)cc1CN1CCN(CC(=O)N2CCc3ccccc32)CC1	2	-3	12	-1	3	-1.8	-15	-3	-5	100
52	CC(=O)N(Cc1ccccc1C)c1cccc(C)c1C	3	-1	19	3	-4	0.1	-1	5	0	93
53	Cc1ccccc1NC(=O)COC(=O)C1=COCCO1	-13	4	5	-7	1	-2.9	2	1	3	97
54	CC(C)N(CCO)C(=O)CCc1nnc(Cc2cccc(C(F)(F)F)c2)o1	-1	0	2	-5	8	-2.2	1	-3	7	93
55	O=C(NCCCN1CCCC1)Nc1ccc(F)cc1	-17	1	2	-7	0	0.4	3	4	-1	102
56	COc1ccc(CSCC(=O)N/N=C/c2ccc(OCC(=O)NCc3ccco3)cc2)cc1	-1	-7	2	3	2	-1.3	0	-6	4	96
57	COc1ccc(-c2nn(-c3ccccc3C)cc2CNCCc2cnc[nH]2)cc1F	3	4	3	-13	10	-1.2	-2	-3	-7	100
58	CCCN1CCC(=O)N([C@H](CSc2ccc(Br)cc2)c2ccccc2)CC1	0	-8	0	-3	-26	-2.4	-6	15	2	87
59	CCc1ccc(NC(=O)CCC(=O)N2CCSc3ccccc32)cc1	-8	0	2	-3	8	5.9	1	-8	-14	96
60	O=C(CCCCCCCCC(=O)N1CCCCC1)N1CCCCC1	4	-2	4	1	-6	-2.0	2	-1	-2	98
61	CCOc1cccc(=O)c2c(C)n(Cc3ccco3)c(C)c12	-15	0	8	3	3	0.1	-2	-3	24*	102
62	O=C(CN1CCN(C(=O)C2CCC2)CC1)Nc1ccc(F)cc1	-22	1	2	-5	2	-2.0	8	-3	-7	101
63	O=C(NCCN1CCOCC1)/C(=C\c1ccc(Br)cc1)NC(=O)c1cccs1	2	2	-1	8	1	-1.3	0	4	-1	101
64	COc1ccccc1C(C)NC(=O)c1ccccc1SCC(=O)N1CCCC1 (configuration not stated)	-8	-1	-8	-3	6	1.9	0	-9	-4	100

Assay outcomes (PubChem BioAssay)

Only part of the results is shown; count on the stated rates, not on these rows.
